Screens as filed in PubChem.
EPAC1 ag: qHTS for Agonist of cAMP-regulated guanine nucleotide exchange factor 3 (EPAC1): primary screen | Rap guanine nucleotide exchange factor 3 (Homo sapiens), O95398 | EPAC1 agonist qHTS, biochemical assay; response scale: 100% = response to 6.5 mM cAMP | Potency, µM (series often up to 154 µM), inactives show at the highest dose activation, usual class: activators | hit rate 0.073% among 360,000 | AID 720707, 2013; further: potency means the concentration at half of the fitted maximal effect; nearly all actives have a fitted effect of over 60% in size
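Read-out is the fluorescence drop as BODIPY-GDP leaves Rap1B (480 nm excitation, 540 nm emission), recorded every 5 minutes over 30 minutes. Reactions held 100 nM EPAC1, 250 nM Rap1B–BODIPY-GDP and 50 uM GDP, with 6.5 mM cAMP setting full activation.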
PLK1 PBD inh: qHTS for Inhibitors of PLK1-PDB (polo-like kinase 1 - polo-box domain): Primary Screen. Serine/threonine-protein kinase PLK1 (Homo sapiens), P53350. Plk1 PBD binding of FITC phosphopeptide, fluorescence polarization. Potency, µM, inactives show max response, negative = inhibition, most hits filed as inhibitors. hit rate 2.8% among 360,000; further: potency means the concentration at half of the fitted maximal effect; series mostly up to about 57 µM; on the % scale 0 is the no-effect control and ±100 the full control effect; nearly all actives have a fitted effect of over 65% in size
Target sequence (P53350 whole entry, looked up, the tested form may be a part): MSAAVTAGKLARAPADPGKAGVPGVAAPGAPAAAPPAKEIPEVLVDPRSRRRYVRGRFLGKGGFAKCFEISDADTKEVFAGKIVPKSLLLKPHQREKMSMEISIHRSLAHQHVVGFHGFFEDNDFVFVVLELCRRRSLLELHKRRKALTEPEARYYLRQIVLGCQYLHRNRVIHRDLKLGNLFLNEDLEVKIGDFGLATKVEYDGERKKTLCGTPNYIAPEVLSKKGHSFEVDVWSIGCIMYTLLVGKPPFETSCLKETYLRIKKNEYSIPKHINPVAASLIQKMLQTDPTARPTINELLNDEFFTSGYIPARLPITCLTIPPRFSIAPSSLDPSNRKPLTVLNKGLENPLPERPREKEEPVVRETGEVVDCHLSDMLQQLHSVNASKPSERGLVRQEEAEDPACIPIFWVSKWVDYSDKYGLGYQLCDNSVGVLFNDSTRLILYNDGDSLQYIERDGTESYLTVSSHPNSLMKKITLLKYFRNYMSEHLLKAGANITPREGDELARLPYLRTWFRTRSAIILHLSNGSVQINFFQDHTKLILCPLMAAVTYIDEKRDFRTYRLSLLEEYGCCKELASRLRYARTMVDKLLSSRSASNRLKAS
PI5P4K alpha inh: qHTS for Inhibitors of phosphatidylinositol 5-phosphate 4-kinase (PI5P4K); AID 652105, 2013; hit rate 1.2% among 330,000; Phosphatidylinositol 5-phosphate 4-kinase type-2 alpha (Homo sapiens), P48426; max response, %; PI5P4Kalpha enzyme, ADP-Glo luminescence, 60 min; hits give low values; active means max response of -50% or lower; inconclusive means between -30% and -50%; inactive means -30% or higher; further: value at the top dose of about 77 µM; on the % scale 0 is the no-effect control and ±100 the full control effect
Target sequence (P48426 whole entry, looked up): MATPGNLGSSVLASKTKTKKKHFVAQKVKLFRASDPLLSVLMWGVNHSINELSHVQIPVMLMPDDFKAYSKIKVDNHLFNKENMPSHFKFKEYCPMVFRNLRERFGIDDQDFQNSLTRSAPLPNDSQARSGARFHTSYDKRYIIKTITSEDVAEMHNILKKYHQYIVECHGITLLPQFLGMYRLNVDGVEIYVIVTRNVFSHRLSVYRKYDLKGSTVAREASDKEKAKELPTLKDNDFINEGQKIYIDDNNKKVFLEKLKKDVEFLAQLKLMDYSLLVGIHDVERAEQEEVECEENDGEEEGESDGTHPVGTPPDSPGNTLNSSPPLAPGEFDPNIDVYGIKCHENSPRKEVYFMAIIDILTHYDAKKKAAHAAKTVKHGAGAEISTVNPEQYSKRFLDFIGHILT
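Human PI5P4Kalpha with substrate in 0.038 M HEPES pH 7.4, 0.28 mM EGTA, 0.1% CHAPS, 5% DMSO; reaction started with 5 microM ATP (final), 60 min at room temperature. ADP formed read by ADP-Glo luminescence.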
IL2 activator: qHTS of IL-2 Activators; IL-2 activation reporter assay, cell-based qHTS; stimulated with anti-CD3/CD4/CD28 beads; in transgenic mouse T cells; activation, % (series mostly up to about 46 µM); hit rate 0.065% among 360,000; in the data active means activation above about 50%; inconclusive means mostly about 30% to 49%; further: 0% is about no effect
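Readout: EGFP and DsRed signals by fluorescent plate cytometry. Unstimulated transgenic mouse T cells received compound 60 min before antibody-bead stimulation, then incubated 18 h at 37 degrees C.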
FUS suppressor: qHTS for Suppressors of FUS Proteinopathy: Primary screen using FUS-linked yeast assay; S. cerevisiae FUS-expressing, growth rescue, OD600, 24 h; hit rate 0.24% among 390,000; Potency, µM (series often up to 76.6 µM), inactives show top-dose growth rescue (activation), most hits filed as activators;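 further: potency means the concentration at half of the fitted maximal effect; plate controls were DMSO vehicle for no effect and reference control for full effect; nearly all actives have a fitted effect of over 55% in size; some results filed as inactive show a strong effect at the top dose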
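Absorbance at 600 nm, taken 24hr after compound addition, measured rescue of FUS-yeast growth at 30C. Induction used 2% galactose with seeding at OD 0.005. Controls: CP55940 from 92uM final, DMSO only.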
WRN inhibitor: qHTS for Inhibitors of WRN Helicase | Bifunctional 3'-5' exonuclease/ATP-dependent helicase WRN (Homo sapiens), Q14191 | WRN helicase unwinding, fluorescent forked duplex, kinetic | Potency, µM (titrated, usually from 114 µM), without a hit: at the top dose activity change, negative = inhibition, hits mostly inhibitors | hit rate 0.46% among 360,000 | AID 651768, 2012; further: potency means the concentration at half of the fitted maximal effect; on the % scale 0 is the no-effect control and ±100 the full control effect; nearly all actives have a fitted effect of over 55% in size
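Fluorescence dequenching readout, ex 525 nm/em 598 nm, kinetic mode: forked duplex DNA (100 nM final) with adjacent fluorophore and quencher unwound by WRN (20 nM final) with 2 mM ATP. Compound preincubation 15 min, room temperature.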
Abeta rescue: qHTS for compounds that reverse cellular toxicity of Amyloid beta (A-beta) peptide in yeast: Primary Screen; yeast expressing A-beta42, growth rescue, OD600, 48 h; response scale: 0% DMSO, 100% iron-clioquinol control; Potency, µM (doses to about 46.1 µM), without a hit: at the highest dose growth rescue, usual class: activators; hit rate 0.063% among 410,000; further: potency means the concentration at half of the fitted maximal effect; nearly all actives have a fitted effect of over 55% in size
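Growth rescue measured by 600 nm absorbance after 48 h yeast culture at 30 C with compound. Values normalized between DMSO and an equimolar ferric chloride plus clioquinol control.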
EPAC1 antag: qHTS for Antagonist of cAMP-regulated guanine nucleotide exchange factor 3 (EPAC1): primary screen | Rap guanine nucleotide exchange factor 3 (Homo sapiens), O95398 | EPAC1 GEF assay, Rap1b-BODIPY-GDP exchange fluorescence | Potency, µM (titrated, usually from 115 µM), for the others: top-dose activity change, negative = inhibition, usual class: inhibitors | hit rate 0.14% among 360,000 | AID 720709, 2013;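 further: potency means the concentration at half of the fitted maximal effect; plate controls were vehicle for no effect and positive control for full effect; nearly all actives have a fitted effect of over 50% in size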
Numbers without * were called inactive; ? = inconclusive; nt = not tested or not shown; [ ] = remark or other dose. Unless noted, the call rests on the fitted dose curve; in most records, active means well fitted curve in the direction sought with a large enough effect; inconclusive means small, poorly fitted or top-dose-only effect, or another doubt; inactive means no such curve, though single readings can be large; an effect the other way counts as inactive or inconclusive.

| mol | EPAC1 ag | PLK1 PBD inh | PI5P4K alpha inh | IL2 activator | FUS suppressor | WRN inhibitor | Abeta rescue | EPAC1 antag |
| --- | --- | --- | --- | --- | --- | --- | --- | --- |
| CN1CCN(Cc2nc3ccccc3n2C)CC1 | -4% | 0% | 1 | -0.6 | 16% | 8% | 7% | 11% |
| COc1cc(CNCCc2c[nH]c3ccccc23)cc(OC)c1OC | -6% | -3% | 1 | -2.0 | -34% | 5% | -7% | 4% |
| CCCOC(=O)c1ccc(-[n+]2c(-c3ccccc3)cc(-c3ccccc3)cc2-c2ccccc2)cc1 | -11% | -5% | -19 | -0.8 | 0% | 3% | 4% | 1% |
| CN(C)CCN=Cc1c(O)n(-c2cccc(C(F)(F)F)c2)c(=O)[nH]c1=O | -3% | 2% | nt | -3.0 | -5% | -2%[57.1 µM] | 17% | -18% |
| C[N+]12CN3CN(CN(C3)C1)C2 | 2% | -1% | nt | -1.2 | 20% | 4% | 4% | -1% |
| CC(C(=O)c1c[nH]c2ccccc12)N1CCN(C(=O)c2ccco2)CC1 (configuration not stated) | 3% | -6% | -24 | -3.0 | 20% | -4% | -4% | 1% |
| CCC(=NCCc1c[nH]c2ccccc12)c1c(O)n(C)c(=O)n(C)c1=O | 3% | 3% | nt | -2.4 | 23% | -4% | -11% | 1% |
| Cc1cccc(N2CCN(Cc3ccc4c(c3)OCO4)CC2)c1C | 12% | -12% | -3 | -3.7 | -5% | 12% | -9% | -9% |
| COC(=O)C1=C(c2ccc(S(C)(=O)=O)cc2)C[C@@H]2CC[C@H]1N2C(=O)NCc1ccc(F)cc1 | 1% | 2% | -2 | 0.6 | 9% | 3% | 0% | -1% |
| O=C(c1ccc2c(c1)ncn2C1CCCCCC1)N1CCC2(CC1)OCCO2 | 0% | -4% | 2 | 0.4 | 2% | -7% | 11% | 0% |
| CCOc1ccc(-n2c(-c3ccoc3)nc3ccccc3c2=O)cc1 | 11% | -12% | nt | 1.4 | 11% | 9% | -14% | -1% |
| CC1OC(OC2C=C3CCC4C(CCC5(C)C(c6ccc(=O)oc6)CCC45O)C3(C)CC2)C(O)C(OC2OC(CO)C(O)C(O)C2O)C1O (configuration not stated) | -5% | 4% | 2 | -2.5 | nt | -2% | 1% | 7% |
| CC(=O)c1ccc(OC(C)C)c(Cc2c(O)[nH]c(=S)[nH]c2=O)c1 | -1% | ? | -15 | 0.4 | -33% | -1% | 0% | -7% |
| NCCc1c(Cc2ccccc2)[nH]c2ccccc12 | 1% | 3% | 0 | -3.0 | 0% | 0% | 16% | -8% |
| CCN(CC)S(=O)(=O)c1ccc(N=Cc2c(O)n(-c3ccccc3)c(=O)[nH]c2=O)cc1 | 7% | -9% | -8 | -0.2 | 11% | -4% | -5% | 2% |
| Oc1ccccc1/C=N/NP(=S)(c1ccccc1)c1ccccc1 | 8% | -18% | 12 | -1.3 | 30% | -11% | -5% | ? |
| CCN(C(=O)COC(=O)c1cc(C)n(C2CC2)c1C)c1ccccc1 | 3% | 2% | -6 | -3.5 | nt | 4% | 6% | 11% |
| CCCCCC[N+](=O)[O-] | 8% | 6% | -6 | 0.4 | -26% | -3% | 5% | 4% |
| COCCO[C@H]1CCC2C3CC=C4C[C@@H](O)CC[C@]4(C)C3CC[C@@]21C (some centres not stated) | 3% | -8% | 21 | -0.4 | 11% | 9% | -9% | 11% |
| COc1cccc(CNC(=O)c2cccc(S(=O)(=O)N3CCN(C)CC3)c2)c1 | 1% | -6% | 3 | -4.8 | 18% | ? | -9% | -2% |
| C=CCN1CC[C@]23c4c5ccc(O)c4OC2C(O)CC[C@@]3(O)[C@H]1C5 (some centres not stated) | -27% | -2% | 7 | 0.1 | -30% | 7% | -25% | 14% |
| CCN(CC)CCCNC(=O)c1c(O)c2ccccc2n(Cc2ccccc2)c1=O | 3% | -4% | 0 | -4.4 | nt | -15% | 5% | -4% |
| Nc1ccc(Cl)c(Cl)c1 | -6% | -13% | 2 | -0.6 | -7% | 3% | 1% | -20% |
| CC(=O)N(C)C1=Nc2ccc(Cl)cc2C(c2ccccc2)=[N+]([O-])C1 | 0% | -3% | -1 | 1.5 | 20% | 10% | 19% | -13% |
| CCOC(=O)C(O)(c1ccc(NC(=O)Oc2ccccc2)cc1)C(F)(F)F (configuration not stated) | 4% | ? | 0 | -4.6 | nt | 4% | -2% | -9% |
| CC(C)(C)c1ccc(/C=C2\Oc3cc(OC(=O)N4CCOCC4)ccc3C2=O)cc1 | 21% | -9% | 3 | 0.0 | ? | ? | -4% | -15% |
| Cc1ccc(Sc2ccc(C=C3C(=O)N(C)C(=O)N(C)C3=O)o2)cc1 | -3% | 0.53µM* | -16 | 1.0 | 11% | ? | 7% | -13% |
| CC(C)Oc1ccc(CCN)cc1Cl | 0% | -3% | 7 | -2.7 | nt | 0% | 5% | 0% |
| CC(=O)Nc1ccccc1C(=O)OCC(=O)c1ccc2ccccc2c1 | 17% | -7% | nt | -2.2 | 20% | -1% | 3% | 6% |
| CCOC(=O)[C@]12Cc3c(cc(OC)c(OC)c3OC)[C@H]1N(C1CCCCC1)C(=O)c1ccccc12 | 2% | 9.5µM* | -1 | -1.0 | 31% | -3% | -87%[inhibitor] | -13% |
| CCOP(=O)(Oc1ccccc1)c1c([N+](=O)[O-])cc(C(F)(F)F)cc1[N+](=O)[O-] (configuration not stated) | 1% | -3% | -1 | 0.1 | 11% | 7% | 2% | -8% |
| O=c1cccc2n1CC1CNCC2C1 (configuration not stated) | -19% | 2% | 7 | 2.0 | -40% | 7% | -12% | -3% |
| O=C(Nc1ccccc1)c1cccn(Cc2ccccc2)c1=O | -10% | -6% | 4 | 0.3 | -7% | 11% | -6% | -14% |
| O=c1cccc2n1CC1CC2CN(Cc2cccc(Cl)c2Cl)C1 (configuration not stated) | 0% | -10% | nt | 0.5 | 17% | -1% | 9% | 10% |
| Cc1ccc([N+](=O)[O-])cc1N | -12% | ? | -1 | -0.3 | -6% | -3% | -14% | -11% |
| CCCCCn1c(=O)c(C(=O)NCc2ccc(Cl)cc2)c(O)c2ccccc21 | 18% | 3% | 3 | -0.5 | -15% | -3% | -15% | 12% |
| c1ccc2c(c1)CSc1ccccc1C2C1=NCCN1 (configuration not stated) | -1% | 3% | 0 | -0.5 | nt | -1% | 5% | 12% |
| CC(C)(C)n1nnnc1C(CCc1ccccc1)N1CCC2(CC1)C(=O)NCN2c1ccccc1 (configuration not stated) | -11% | 4% | 5 | -0.9 | ? | -8% | -4% | -10% |
| c1ccc(C2CN3CCC2CC3)cc1 (configuration not stated) | 0% | 6% | -5 | 0.3 | 3% | 2% | -5% | 6% |
| O=C(O)[C@H]1NC[C@H]2C[C@H]21 | 6% | -12% | 10 | 0.0 | -13% | -9% | -47%[inhibitor] | 5% |
| C=CCn1c(O)c(C=Nc2ccc(N(CC)CC)cc2)c(=O)[nH]c1=O | 12% | -3% | nt | 16 | -5% | -11% | 3% | 2% |
| Fc1ccccc1CCNCc1ccccc1 | 1% | 2% | 1 | -0.2 | nt | 0% | 24% | -7% |
| CCn1cc(CN2CCCC(C(=O)c3cccc(C(F)(F)F)c3)C2)cn1 (configuration not stated) | 5% | -7% | 5 | -0.2 | -9% | -5% | -9% | -7% |
| COc1ccc(CN2Cc3cc(N4CCOCC4)ccc3-n3nncc3C2)cc1 | 5% | 1% | 1 | 0.5 | -7% | 4% | -6% | 16% |
| CCC1(Cc2ccccc2)C(=O)NC(=S)N(C)C1=O (configuration not stated) | 2% | -6% | -4 | -2.4 | nt | 8% | 12% | 6% |
| O=C(Oc1ccc(Br)cc1C(=S)N1CCCC1)c1ccccc1Cl | 14% | ? | 6 | -2.6 | 98% | 7% | 16% | -7% |
| C/C(Cl)=C/CC1(CN2CCCC2=O)C(=O)NC(=O)NC1=O | -8% | 1% | -3 | 0.7 | -5% | 1% | -6% | -8% |
| O=C(Nc1cccc(Cl)c1)N1C[C@H]2C[C@@H](C1)c1cccc(=O)n1C2 | -20% | 0% | -1 | -0.2 | -21% | 4% | -2% | 13% |
| C(#CCN1CCCCC1)CN1CCCCC1 | 2% | -5% | -1 | 0.1 | -17% | -5% | -15% | -4% |
| CSc1ccccc1C(=O)C1CCCN(Cc2cccc(C)n2)C1 (configuration not stated) | -3% | -9% | 1 | 0.1 | 14% | -22%[57.1 µM] | 0% | 1% |
| O=C1NC(=S)NC(=O)C1=Cc1cccc2cc3ccccc3cc12 | -5% | 0.75µM* | -70* | -3.7 | -24% | ? | 0% | ? |
| Cc1ccn2nc(S(=O)(=O)Nc3c(F)cccc3F)nc2n1 | -3% | -4% | 7 | -0.5 | nt | -1% | 9% | -4% |
| O=c1c(C=NCCN2CCNCC2)c(O)n(C2CCCCC2)c(=O)n1C1CCCCC1 | -5% | -9% | nt | -0.6 | ? | 1% | -19% | 0% |

Five successive records already listed:
| mol | EPAC1 ag | PLK1 PBD inh | PI5P4K alpha inh | IL2 activator | FUS suppressor | WRN inhibitor | Abeta rescue | EPAC1 antag |
| --- | --- | --- | --- | --- | --- | --- | --- | --- |
| CCCOC(=O)c1ccc(-[n+]2c(-c3ccccc3)cc(-c3ccccc3)cc2-c2ccccc2)cc1 | -11% | -5% | -19 | -0.8 | 0% | 3% | 4% | 1% |
| CN(C)CCN=Cc1c(O)n(-c2cccc(C(F)(F)F)c2)c(=O)[nH]c1=O | -3% | 2% | nt | -3.0 | -5% | -2%[57.1 µM] | 17% | -18% |
| C[N+]12CN3CN(CN(C3)C1)C2 | 2% | -1% | nt | -1.2 | 20% | 4% | 4% | -1% |
| CC(C(=O)c1c[nH]c2ccccc12)N1CCN(C(=O)c2ccco2)CC1 (configuration not stated) | 3% | -6% | -24 | -3.0 | 20% | -4% | -4% | 1% |
| CCC(=NCCc1c[nH]c2ccccc12)c1c(O)n(C)c(=O)n(C)c1=O | 3% | 3% | nt | -2.4 | 23% | -4% | -11% | 1% |

A portion of the library; the hit share may differ from the screen's.
